# Assay outcomes (PubChem)
# TRPC6 inh – mouse TRPC6 channel inhibition; HEK293-TRPC6, membrane potential dye, ACh-evoked depolarization; active compounds read low; B-score at 10 µM; 1.1% of 310,000 active; AID 2553;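 active = B-score under library mean minus 3 SD, initial fluorescence not abnormally high, positive integrated signal ratio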;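 also: B-score derived from integrated fluorescence ratio over the kinetic read; more negative B-score means stronger inhibition of depolarization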
# Target sequence (Q61143 whole entry, looked up): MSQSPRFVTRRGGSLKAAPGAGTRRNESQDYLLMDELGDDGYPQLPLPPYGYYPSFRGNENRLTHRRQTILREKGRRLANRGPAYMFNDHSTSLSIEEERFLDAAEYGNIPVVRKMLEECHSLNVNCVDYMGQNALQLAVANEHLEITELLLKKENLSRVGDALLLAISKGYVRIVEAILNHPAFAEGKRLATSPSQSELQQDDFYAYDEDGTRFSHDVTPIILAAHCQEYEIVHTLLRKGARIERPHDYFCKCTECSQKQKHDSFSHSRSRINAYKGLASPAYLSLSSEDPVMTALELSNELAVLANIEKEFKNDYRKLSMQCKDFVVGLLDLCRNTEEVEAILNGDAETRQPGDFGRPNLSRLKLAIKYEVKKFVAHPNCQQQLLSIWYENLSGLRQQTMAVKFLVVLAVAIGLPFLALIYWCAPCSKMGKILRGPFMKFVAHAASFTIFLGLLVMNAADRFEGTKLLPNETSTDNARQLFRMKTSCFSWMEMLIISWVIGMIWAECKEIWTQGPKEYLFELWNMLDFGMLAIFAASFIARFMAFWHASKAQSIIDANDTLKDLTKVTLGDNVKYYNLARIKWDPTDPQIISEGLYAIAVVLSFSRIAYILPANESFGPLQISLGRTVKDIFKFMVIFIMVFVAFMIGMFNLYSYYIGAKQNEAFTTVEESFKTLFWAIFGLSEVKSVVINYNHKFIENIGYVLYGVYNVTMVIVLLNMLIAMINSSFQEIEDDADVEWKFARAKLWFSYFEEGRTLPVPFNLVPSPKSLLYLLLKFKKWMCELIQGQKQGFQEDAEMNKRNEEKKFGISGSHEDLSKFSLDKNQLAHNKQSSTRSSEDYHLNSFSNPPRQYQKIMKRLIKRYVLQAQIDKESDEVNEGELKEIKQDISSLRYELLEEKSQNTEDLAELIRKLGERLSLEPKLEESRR
# TMEM16A act – activates or potentiates the mouse TMEM16A chloride channel | Q8BHY3 | HEK293 TMEM16A/YFP-H148Q/I152L, iodide quench fluorescence; active compounds read low | B-score at 10 µM | 0.3% of 340,000 active | AID 623877;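 active = fluorescence-ratio B-score plate-corrected deviation score at least 3 library SD below zero, with starting fluorescence score within 5 deviations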;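 also: channel opened by trigger with iodide after compound preincubation; score built on the fluorescence ratio of max minus min over baseline; more negative score means more quench and so TMEM16A activation or potentiation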
# MrgX1 ag – human MrgX1 receptor agonism, primary screen | 0.44% of 310,000 active | Q96LB2 | B-score at 10 µM | MrgX1-HEK293 cells, Fluo-4 calcium fluorescence, agonist mode; active compounds read high;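 active = calcium response B-score plate-corrected fluorescence ratio at least 3 library SD, with starting fluorescence B-score inside 5 SD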
#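 Material: HEK293 cells stably expressing human MrgX1 receptor | Quantity: 15,000 cells per well | Times: Cells plated overnight, dye loaded 0.5 h 37 °C, 0.5 h room temperature | Measured by: Kinetic Fluo-4 NW fluorescence of intracellular calcium | Control set: Positive and negative controls per plate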
# RGS4 act – potentiators or activators of RGS4 | HEK293 M3R/inducible RGS4, carbachol calcium flux Fluo4; active compounds read low | B-score at 10 µM | 0.92% of 310,000 active;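 active = B-score of the integrated calcium signal more than 4 SD below the library mean, with starting fluorescence not abnormally high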;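 also: negative B-score means reduced calcium response which marks RGS4 activation or potentiation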
#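 Assay system: HEK293 FlpIn-TREx cells, stable M3R, doxycycline-inducible RGS4 / Probe or stimulus: carbachol, ECmax concentration / Times: overnight RGS4 induction, 30 min dye load 37 °C, 20 min compound RT / Signal: kinetic calcium fluorescence imaging with Fluo4-AM dye, 2 µM / Measure: Agonist-evoked peak-minus-minimum fluorescence over baseline, integrated ratio, B score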
# RGS4 inh – human RGS4 inhibition. B-score at 10 µM. 0.45% of 310,000 active. AID 463165. HEK293 M3R/RGS4 inducible, Fluo-4 calcium flux; active compounds read high; triggered by carbachol at its EC20;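 active = B-score, a plate-corrected calcium signal, over three deviations above library mean, with baseline fluorescence within five deviations of library mean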;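 also: RGS4 expression induced by doxycycline in cells with stable M3 receptor; B-score is computed from the integrated fluorescence ratio over baseline after carbachol; higher B-score means a larger calcium signal and so more RGS4 inhibition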
# MrgX1 allo act – allosterically activates human MrgX1 receptor signaling | 0.63% of 310,000 active | Q96LB2 | B-score at 10 µM | MrgX1-HEK293, Fluo-4 calcium flux, FDSS; active compounds read high | AID 588675;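 active = plate-corrected calcium response at least 3 library SD above typical, normal starting fluorescence, not activating the receptor alone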;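 also: compound read alongside a low EC10 to EC30 dose of BAM8-22 agonist; peak minus trough fluorescence over baseline measured at the second addition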
# MrgX1 antag – antagonists of human MrgX1 receptor. AID 588676. MRGX1-HEK293 calcium flux, Fluo-4, BAM8-22 antagonism; active compounds read low. Q96LB2. 1.3% of 310,000 active. B-score at 10 µM;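 active = calcium-response B-score plate-corrected more than 3 library SD below zero, starting fluorescence within 5 deviations, no agonist response on first addition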;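 also: peak minus trough fluorescence over baseline after final BAM8-22 challenge near maximal dose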
# TRPC6 activator – activators of mouse TRPC6 channel | HEK293-TRPC6 membrane potential dye fluorescence; active compounds read high | B-score at 10 µM | Q61143 | 0.13% of 310,000 active;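 active = B-score of the integrated fluorescence ratio above library mean plus 3 SD, and starting fluorescence ratio within library mean plus 5 SD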;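 also: higher score means more depolarization so channel activation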
# ANO1 block – mouse TMEM16A channel inhibition, primary screen | Q8BHY3 | HEK293 TMEM16A/YFP iodide influx fluorescence, ionomycin | normalized B-score (activity score, 25-100; higher = stronger inhibition) at 10 µM | 1.2% of 310,000 active | AID 588511;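 active = ratio plate-corrected score three or more library SD toward inhibition, starting fluorescence score within five deviations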;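 also: score derived from kinetic fluorescence span divided by baseline fluorescence per well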
# SKKanGAS inh – inhibitors of SKKanGAS S. pyogenes growth in kanamycin (SK-promoter or general growth effect) | 1.3% of 300,000 active | AID 1662 | inhibition, % at 7.5 µM | BacTiter-Glo, 6 h;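 active = mean replicate score, as percent of positive control median, at least 50; inconclusive = mean below 50 but one replicate at or above 50; inactive = mean and every replicate below 50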;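 also: strain carries kanamycin resistance gene driven by streptokinase promoter and grows in 40 µg/ml kanamycin; loss of luminescence reflects streptokinase promoter inhibition or plain growth inhibition; 0% = median of DMSO wells and 100% = positive control at its reference dose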
# HDAC3 inhib – human HDAC3 inhibition | recombinant HDAC3, fluorogenic peptide/trypsin coupled, fluorescence | AID 2718 | 0.15% of 320,000 active | inhibition, % at 8.3 µM; in the data active = inhibition above about 26%, passing the limit was not always enough; inconclusive = no clear call, values can overlap the other calls
# Active calls of the source: *; i = inactive; ? = inconclusive; nt = not tested or not shown. Outcome played no part in choosing rows (roughly 6.7% active in at least one column).
structure	TRPC6 inh	TMEM16A act	MrgX1 ag	RGS4 act	RGS4 inh	MrgX1 allo act	MrgX1 antag	TRPC6 activator	ANO1 block	SKKanGAS inh	HDAC3 inhib
NC(=O)c1cc([N+](=O)[O-])ccc1NCCN1C(=O)c2ccccc2C1=O	i	nt	i	i	i	i	i	i	i	-10	-6
NC(=S)N/N=C1\CC(c2ccc3c(c2)OCCCO3)Oc2ccc(F)cc21 (stereo not drawn)	i	i	i	i	i	i	i	i	i	-1	20
CCOc1cc(/C=N/NC(=O)c2cc(-c3cccnc3)nc3ccccc23)ccc1O	i	i	i	i	i	i	i	i	i	2	-8
CCN(CC)C(=O)C1CC(c2ccc(OC)cc2)=NO1 (stereo not drawn)	i	i	i	i	i	i	i	i	i	6	3
O=C(CCC1CCCC1)NCCS(=O)(=O)N1CCN(c2ccccc2F)CC1	i	i	i	i	i	i	i	i	i	-2	-6
CCOc1cc(C)c(C(C)C)cc1S(=O)(=O)N1CCOCC1	i	i	i	i	i	i	i	i	i	0	3
O=C(NC1CCCCC1)N1CCN(CCc2ccccc2)CC1	i	i	i	i	i	i	i	i	i	-2	1
O=C(CCc1nc(-c2ccccc2F)no1)Nc1ccc(Oc2ccccc2)cc1	i	i	i	i	i	i	i	i	100*	19	27*
COc1cccc(-n2c([S-])c(C(=O)Nc3ccc(C(F)(F)F)cc3)[n+]3ccccc23)c1	i	nt	i	i	i	i	i	i	i	33	6
Cc1ccc(-n2c(C)cc(C(=O)NS(=O)(=O)c3ccc(C)cc3)c2C)cc1	i	i	i	i	i	i	i	i	i	-3	6
Cc1ccc(Cn2ncc3c(N4CCCC4)ncnc32)cc1	i	i	i	i	i	i	i	i	i	1	-15
O=C(NCCCN1CCCC1=O)c1cc(-c2ccc3c(c2)OCO3)nc2ccccc12	i	i	i	i	i	i	i	i	i	0	-4
Cc1cc(C)c(S(=O)(=O)Nc2ccccc2C(=O)N2CCCC2)c(C)c1	i	i	i	i	i	i	i	i	i	0	-6
c1ccc(CCn2cnc3ccccc32)cc1	i	i	i	i	i	i	i	i	i	-14	-4
Cc1oc(-c2cccc(F)c2)nc1CN(Cc1ccccc1)C[C@@H]1CCC(=O)N1	i	i	i	i	i	i	i	i	i	-8	8
COC(=O)C1=C(C)N(C)C(=O)NC1c1ccccc1 (stereo not drawn)	i	i	i	i	i	i	i	i	i	2	-3
CS(=O)(=O)N1N=C(c2ccco2)CC1c1cccc([N+](=O)[O-])c1 (stereo not drawn)	i	i	i	i	i	i	i	i	i	7	-1
CC1CCN(C(=O)CNC(=O)CNC(=O)Cc2ccccc2)CC1	i	i	i	i	i	i	i	i	i	-13	-1
Cc1ccc(C)c(S(=O)(=O)N2CCCCC2CCNC(=O)C(=O)NC2CC2)c1 (stereo not drawn)	i	i	i	i	i	i	i	i	i	1	2
N#Cc1ccc(COC(=O)Cn2nnc(-c3ccccc3)n2)cc1	i	i	i	i	i	i	i	i	i	1	5
O=C(c1ccco1)N1CCN(C2CC(=O)N(c3ccc4c(c3)OCO4)C2=O)CC1 (stereo not drawn)	i	i	i	i	i	i	i	i	i	-10	3
COCCC(=O)N1CCC(Oc2ccc(C(=O)NCCc3cn[nH]c3)cc2)CC1	i	i	i	i	i	i	i	i	i	-6	-12
CCN1CCN(CCOc2ccccc2OCc2ccccc2)CC1	i	i	i	i	i	i	i	i	i	-1	-3
CCC(C)c1ccc(-c2cc(C(=O)OCC(=O)Nc3cc(C)on3)c3ccccc3n2)cc1 (stereo not drawn)	i	i	i	i	i	i	i	i	i	-2	1
O=C(c1cccnc1)N1CCN(Cc2cccc(Br)c2)CC1	i	-5.8*	i	i	i	i	i	i	i	-16	-8
Cc1nn(C)c(C(=O)N/N=C/c2ccccc2)c1[N+](=O)[O-]	i	nt	i	-9.9*	i	i	i	i	i	0	-1
O=c1ncn(-c2cccc([N+](=O)[O-])c2)c2ccccc12	i	i	i	i	i	i	i	i	i	3	-2
Cc1ccccc1-c1nnc(-c2ccc(Cl)cc2)o1	i	i	i	i	i	i	i	i	i	4	-1
CC1=CC(=O)C2=C(C)CC[C@@H]3[C@H](OC(=O)[C@H]3C)[C@@H]12	i	i	i	i	i	i	i	i	i	1	-2
Cc1ccc(OCCN2C(=O)c3ccccc3C2=O)cc1	i	i	i	i	i	i	i	i	i	0	1
O=C1NC(c2ccccc2)(C(F)(F)F)SC2=CCCCCN12 (stereo not drawn)	i	i	i	i	i	i	i	i	i	-2	12
COc1ccc(/C=N/NC(=O)C2CCN(c3ncc(C(F)(F)F)cc3Cl)CC2)cc1	i	i	i	i	i	i	i	i	i	11	-2
CC(=C\c1ccccc1)/C=C1/SC(=S)N(CCC(=O)Nc2ccccn2)C1=O	i	nt	i	i	i	i	i	i	i	4	-1
Cc1ccc(-n2c(Cc3ccccc3)nnc2SCC(=O)NNC(=O)Cc2ccccc2)cc1	i	i	i	i	i	i	i	i	i	4	12
C=CCNC(=S)N/N=C/c1ccccc1OCCOc1ccccc1	i	i	i	i	i	i	i	i	i	-2	0
O=C(CCC(NC(=O)OCc1ccccc1)C(=O)OCc1ccccc1)NCC(=O)OCc1ccccc1 (stereo not drawn)	i	i	i	i	i	i	i	i	i	-2	4
CS(=O)(=O)N1CCCC(c2nc(-c3ccc(S(=O)(=O)NCc4ccccc4)cc3)no2)C1 (stereo not drawn)	i	i	i	i	i	i	i	i	i	-3	3
CCOc1ccc(NC(=O)CNC(=O)c2ccc(OC)cc2)cc1	i	i	i	i	i	i	i	i	i	-6	-3
CCOC(=O)C1CCN(CC(=O)N2CCc3ccccc32)CC1	i	i	i	i	i	i	i	i	i	-2	1
O=C(CCn1nc(-c2ccccc2)c2ccccc2c1=O)NCC1CCCO1 (stereo not drawn)	i	i	i	i	i	i	i	i	i	-6	0
O=C(Nc1ncc(Cc2ccccc2Cl)s1)c1ccc(-c2cccc([N+](=O)[O-])c2)o1	i	i	i	i	i	i	i	i	i	14	6
CC(C)(C)OC(=O)CC1(C#N)c2ccccc2C(Br)=CN1C(=O)c1ccccc1 (stereo not drawn)	i	i	i	i	i	i	i	i	i	8	-17
CCN(CC(=O)Nc1c(F)cccc1F)C(=O)C(C)SCc1nc2sc(C)c(C)c2c(=O)[nH]1 (stereo not drawn)	i	i	i	i	i	i	i	i	i	-9	0
COc1cccc2c1OC1(C)CC2NC(=O)N1c1cccc(C(=O)Nc2ccc3c(c2)OCCO3)c1 (stereo not drawn)	i	i	i	i	i	i	i	i	i	-3	0
CC(=O)O[C@H]1[C@H](C)OC=C[C@@H]1OC(C)=O	i	i	i	i	i	i	i	i	i	-3	2
O=C(Nc1ccc(F)cc1)C1CCN(c2nnnn2-c2ccccc2)CC1	i	i	i	i	i	i	i	i	i	14	0
Cc1cc2oc(C(=O)N(Cc3ccccc3)C3CCS(=O)(=O)C3)cc(=O)c2cc1Cl (stereo not drawn)	i	i	i	i	i	i	i	i	i	0	-2
COc1cccc(NC(=O)CN2C(=O)NC(c3ccccc3)(c3ccccc3)C2=O)c1	i	i	i	i	i	i	i	i	i	1	5
Cc1cccc(N2CCN(S(=O)(=O)c3ccc4c(c3)OCCO4)CC2)c1C	i	i	i	i	i	i	i	i	i	3	5
NC(=O)c1c[nH]c2ccccc12	i	i	i	i	i	i	i	i	i	2	-11
Cc1cc(NC(=O)CCCC(=O)N(CC(=O)NCCc2ccccc2)Cc2ccc(F)cc2)no1	i	i	i	i	i	i	i	i	i	-7	3
CC(C)(C)NC(=O)CN(C(=O)CS(=O)CC(=O)Nc1ccc(F)cc1)c1ccc(F)c(Cl)c1 (stereo not drawn)	i	i	i	i	i	i	i	i	i	2	11
CCOc1cc(C=C(C#N)C#N)ccc1Oc1ccc([N+](=O)[O-])cn1	i	i	i	i	i	i	i	i	i	?	4
CCN(C(=S)NC(=O)C1CC1)c1ccccc1	i	i	i	i	i	i	i	i	i	22	1
COc1ccc(-c2c(NC(=O)c3ccco3)n(C)c3ccccc3c2=O)cc1	i	i	i	i	i	i	i	i	i	4	nt
CC(C)(CO)NC(=O)C(Cc1ccccc1)N1C(=O)c2ccccc2C1=O (stereo not drawn)	i	i	i	i	i	i	i	i	i	-13	-4
CCOC(=O)c1sc2nc(NC(=O)C(C)(C)C)sc2c1C	i	i	i	i	i	i	-5.1*	i	i	7	-2
Cc1ccc(-c2n[nH]c(=S)n2/N=C/c2ccc(C)s2)cc1	i	i	i	i	i	i	i	i	i	7	5
CCn1cc(C(=O)N[C@@H](CCSC)C(=O)NC(C)(C)CO)c(=O)c2cc3c(cc21)OCO3	i	i	i	i	i	i	i	i	i	4	7
CCOc1ccc(NC(=O)CSc2nc(N3CCOCC3)nc(N3CCOCC3)n2)cc1	i	i	i	i	i	i	i	i	i	3	-1

# The list goes on:
structure	TRPC6 inh	TMEM16A act	MrgX1 ag	RGS4 act	RGS4 inh	MrgX1 allo act	MrgX1 antag	TRPC6 activator	ANO1 block	SKKanGAS inh	HDAC3 inhib
Cc1cc(N2CCCC2)nc2ccc(NC(=S)NCCCOC(C)C)cc12	-7.1*	i	i	i	i	i	i	i	i	-5	-13
COc1ccc(CSc2nnnn2C)cc1F	i	i	i	i	i	i	i	i	i	-3	-2
CCN(c1ccccc1)c1cc(C)nc2ncnn12	i	i	i	i	i	i	-6.6*	i	i	-4	-3
N/C(=N\OC(=O)COc1ccc(Br)cc1Cl)c1cccnc1	i	i	i	i	i	i	i	i	i	-2	3
CSc1nc(-c2ccccc2)nc(SC)c1C(C)=O	i	i	i	i	i	i	i	i	i	-14	3
CC/C(=N/Nc1cccc(C)c1)c1cnnc(SC)n1	i	i	i	i	i	i	i	i	i	-6	8
COc1ccc(/C=N\NC(=O)c2cc(OCC(F)(F)F)ccc2OCC(F)(F)F)cc1	i	i	i	i	i	i	i	i	i	-2	1
